High-throughput results from PubChem BioAssay.
G9a block – qHTS Assay for Inhibitors of Histone Lysine Methyltransferase G9a; G9a H3K9 monomethylation, AlphaScreen, 2 h; Potency, µM (doses to about 102 µM), for the others: at the highest dose activity, negative = inhibition, most hits filed as inhibitors; 350,000 tested, 8.8% active; note: potency is the fitted concentration of half-maximal effect; % is set by controls: 0 for no effect and ±100 for the full control effect; nearly all actives have a fitted effect of over 75% in size
Target sequence (Q96KQ7 913-1193 limits assumed): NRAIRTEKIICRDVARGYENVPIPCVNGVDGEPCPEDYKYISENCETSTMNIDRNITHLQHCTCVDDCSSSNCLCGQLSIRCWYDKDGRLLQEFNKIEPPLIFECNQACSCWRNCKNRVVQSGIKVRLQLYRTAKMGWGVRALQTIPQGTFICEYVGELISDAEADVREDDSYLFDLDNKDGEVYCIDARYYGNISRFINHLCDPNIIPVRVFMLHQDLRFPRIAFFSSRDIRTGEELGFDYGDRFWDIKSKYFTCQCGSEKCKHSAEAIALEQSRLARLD
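Using a bead-based AlphaScreen, monomethylated H3K9 product from 2 h room-temperature reactions (G9a 20 nM, peptide 500 nM, SAM 20 uM) was detected with 0.5 ug/mL rabbit anti-H3K9me1 antibody.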
HP1b binding inh – HTS for Inhibitors of HP1-beta Chromodomain Interactions with Methylated Histone Tails. Chromobox protein homolog 1 (Homo sapiens), P83916. AlphaScreen HP1-beta / biotin-H3K9me3 peptide binding. Potency, µM (series often up to 114 µM), for inactives: at the highest dose activity change, negative = inhibition, most hits filed as inhibitors. 390,000 tested, 0.56% active; note: potency is the fitted concentration of half-maximal effect; nearly all actives have a fitted effect of over 70% in size; inactives centre near 23
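Compound inhibition of the preformed complex between 50 nM HP1-beta and 50 nM biotinylated H3K9me3 peptide was read by AlphaScreen. Buffer was PBS pH 7.4 with 0.01% Tween-20. Incubations ran 30 min at room temperature, with 10 ug/mL donor/acceptor beads.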
JMJD2A Tudor – qHTS Assay for Inhibitors of JMJD2A-Tudor Domain; AlphaScreen JMJD2A-Tudor / H3K4me3 peptide binding; Potency, µM (doses to about 114 µM), without a hit: at the highest dose activity change, negative = inhibition, hits mostly inhibitors; 390,000 tested, 4.4% active; note: potency is the fitted concentration of half-maximal effect; % is set by controls: 0 for no effect and ±100 for the full control effect; nearly all actives have a fitted effect of over 50% in size
GLS inhibitor – qHTS for Inhibitors of Glutaminase (GLS); Glutaminase kidney isoform, mitochondrial (Homo sapiens), O94925; AID 624170, 2012; 410,000 tested, 0.21% active; GLS enzymatic activity, qHTS titration; Potency, µM (top dose mostly 45.5 µM), inactives show top-dose activity change, negative = inhibition, usual class: inhibitors; note: potency is the fitted concentration of half-maximal effect; % is set by controls: 0 for no effect and ±100 for the full control effect
Target sequence (O94925 whole entry, looked up, canonical isoform): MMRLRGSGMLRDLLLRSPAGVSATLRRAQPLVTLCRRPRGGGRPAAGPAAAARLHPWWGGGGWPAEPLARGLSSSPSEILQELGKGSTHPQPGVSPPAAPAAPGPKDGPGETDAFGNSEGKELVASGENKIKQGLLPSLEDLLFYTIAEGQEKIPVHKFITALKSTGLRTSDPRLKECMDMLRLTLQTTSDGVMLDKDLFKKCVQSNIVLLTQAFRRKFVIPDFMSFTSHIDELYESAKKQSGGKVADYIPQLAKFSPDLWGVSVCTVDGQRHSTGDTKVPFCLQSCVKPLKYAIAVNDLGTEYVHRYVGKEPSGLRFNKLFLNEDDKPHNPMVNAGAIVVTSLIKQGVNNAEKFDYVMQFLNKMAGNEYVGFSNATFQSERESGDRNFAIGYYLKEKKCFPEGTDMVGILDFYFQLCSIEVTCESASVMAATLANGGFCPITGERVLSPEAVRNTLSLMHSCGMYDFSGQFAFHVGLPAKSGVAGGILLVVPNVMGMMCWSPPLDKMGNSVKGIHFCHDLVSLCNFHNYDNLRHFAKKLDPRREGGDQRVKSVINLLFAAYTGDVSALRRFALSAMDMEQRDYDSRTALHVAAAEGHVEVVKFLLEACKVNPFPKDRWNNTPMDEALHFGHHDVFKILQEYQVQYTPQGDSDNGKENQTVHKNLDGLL
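Coupled fluorescence readout: glutamate oxidase/HRP/Amplex Red detect glutamate formed by hKGA from L-glutamine (1 mM solution added). Buffer 45 mM KH2PO4 pH 8.2, 0.02% Tween-20; reads at t0 and 30 min RT.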
Pin1 inhibitor – qHTS Assay to Find Inhibitors of Pin1; Peptidyl-prolyl cis-trans isomerase NIMA-interacting 1 (Homo sapiens), Q13526; Pin1 FP peptide displacement, HiFluor488, 10 min; Potency, µM (top dose mostly 115 µM), for the others: at the top dose activity, negative = inhibition, usual class: inhibitors; 390,000 tested, 0.009% active; active = well fitted inhibition curve with a large enough effect in the polarisation, with a control signal flat, not every such curve was filed as active; inconclusive = small, poorly fitted or top-dose-only effect, or effect the other way, or a change in a side signal; inactive = no such curve, though single readings can be large or run the other way; the % refers to the polarisation; note: potency is the fitted concentration of half-maximal effect; % is set by controls: 0 for no effect and ±100 for the full control effect
Target sequence (Q13526 whole entry, looked up): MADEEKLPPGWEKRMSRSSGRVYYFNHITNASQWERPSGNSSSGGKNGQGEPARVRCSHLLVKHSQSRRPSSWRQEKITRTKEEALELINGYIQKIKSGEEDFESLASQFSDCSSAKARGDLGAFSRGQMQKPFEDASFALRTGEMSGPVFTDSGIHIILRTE
BAZ2B inh – qHTS Assay for Inhibitors of BAZ2B; 360,000 tested, 4.4% active; AlphaScreen BAZ2B-H3K14Ac peptide displacement; Potency, µM (highest dose often 114 µM), for the others: at the highest dose activity change, negative = inhibition, usual class: inhibitors; AID 504333, 2011; note: potency is the fitted concentration of half-maximal effect; % is set by controls: 0 for no effect and ±100 for the full control effect; nearly all actives have a fitted effect of over 60% in size
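BAZ2B (50 nM) with biotin-H3(5-23)K14Ac peptide (50 nM) in PBS pH 7.4, 0.01% Tween-20, preformed 30 min, then compound 30 min at room temperature; top concentration 110uM. AlphaScreen streptavidin donor/nickel chelate acceptor beads (10 ug/mL final), 20 min dark, signal read.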
PI4K2A inh – qHTS for small molecular inhibitors of PI4K2A | 420,000 tested, 0.13% active | AID 1346378, 2018 | activity change, negative = inhibition, % at 76.9 µM | Phosphatidylinositol 4-kinase type 2-alpha (Homo sapiens), Q9BTU6 | purified PI4K2A, ADP-Glo luminescence, 1 h; stronger effect = lower value; in the data active = activity change below about -50%; inconclusive = mostly about -30% to -49%;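 note: -100% = wells without enzyme as full effect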
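In this quantitative HTS, ADP production by PI4K2A was quantified luminescently after 1 h at ambient temperature; 100 microM adenosine served as plate-quality control.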
ERG Ets-DNA blk – qHTS for Small Molecule Inhibitors of the ERG Ets/DNA interaction; fluorescence polarization, His-ERG Ets domain / labelled DNA; Potency, µM (top dose mostly 76.9 µM), without a hit: at the top dose FP activity, negative = inhibition, usual class: inhibitors; 370,000 tested, 0.028% active; Transcriptional regulator ERG (Homo sapiens), P11308; active = well fitted inhibition curve with a large enough effect in the polarisation, with a control signal flat; inconclusive = small, poorly fitted or top-dose-only effect, or effect the other way, or a change in a side signal; inactive = no such curve, though single readings can be large or run the other way; the % refers to the polarisation;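 note: polarization taken with two DNA probes labelled with fluorescein and Texas red; potency is the fitted concentration of half-maximal effect; % of control where 0% means no effect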
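His-tagged ERG Ets domain (1 uM in the protein solution; 300mM KCl, 50mM Tris-HCl, 1mM EDTA, 1mM DTT, pH 7.5) received compound, then a probe mix of 5 nM fluorescein-DNA and 100nM Texas-615-DNA. Fluorescence polarization was read for both dyes.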
Tb PGK inh – qHTS Assay to Find Inhibitors of Phosphoglycerate Kinase | PGK/GAPDH coupled, Kinase-Glo luminescence, 60 min | Potency, µM (series often up to 57.5 µM), for inactives: at the highest dose activity change, negative = inhibition, actives largely listed as inhibitors | 380,000 tested, 0.043% active; note: potency is the fitted concentration of half-maximal effect; % is set by controls: 0 for no effect and ±100 for the full control effect; nearly all actives have a fitted effect of over 60% in size
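Luminescent ATP detection (Kinase-Glo Plus) follows a 60-minute room-temperature incubation, with wells lacking PGK as controls. Buffer: 100 mM TEA (pH 7.6), 5 mM MgCl2, 0.01% Tween-20. Coupling enzyme GAPDH (100 nM final) supplies unstable 1,3-BPG in-well.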
Active calls of the source: *; i = inactive; ? = inconclusive; / = no result given; [ ] = remark or other dose. Unless noted, calls come from the whole dose curve; as a rule, active = well fitted curve in the direction sought with a large enough effect; inconclusive = small, poorly fitted or top-dose-only effect, or another doubt; inactive = no such curve, though single readings can be large; an effect the other way counts as inactive or inconclusive.

SMILES	G9a block	HP1b binding inh	JMJD2A Tudor	GLS inhibitor	Pin1 inhibitor	BAZ2B inh	PI4K2A inh	ERG Ets-DNA blk	Tb PGK inh
Cc1ccc(S(=O)(=O)N(C)C)cc1NC(=S)NCCCn1ccnc1	-3%	29%	-25%	-9%	0%	/	3	-1%	-13%
CCn1c(SCC(=O)c2cc(C)ccc2C)nc2cc(S(=O)(=O)N3CCOCC3)ccc21	25µM*	20%	-9%	1%	33%[activator]	-9%	1	5%	-8%
Cc1ccc2sc(-c3ccc(NC(=O)/C=C\C(=O)O)cc3)nc2c1	50µM*	-10%	-11%[57.1 µM]	4%	10%	/	-8	3%	-9%
Cc1ccc2[nH]c(=O)c3cc(C(=O)N(C)Cc4ccco4)sc3c2c1	?	13%	-13%	-1%	20%	-31%	2	-6%	-8%
Cc1ccc(C(=O)CCC(=O)OCC(=O)N(C)c2c(N)n(Cc3ccccc3)c(=O)[nH]c2=O)cc1	10%[0.501 µM]	26%	-15%	2%	-2%	-2%	2	-4%	7%
O=C(Nc1nc(-c2cccs2)c(C(=O)C(F)(F)F)s1)c1ccco1	?	33%	-6%	7%	-2%	?	-5	6%	5%
COc1ccc(C(=O)NCC(=O)OCC(=O)c2ccc3c(c2)NC(=O)CO3)cc1	-45%	31%	-1%	-7%	3%	-18%	-3	-3%	-7%
CC(C)(C)NS(=O)(=O)c1ccc2nc(NC(=O)Cc3cccs3)sc2c1	?	15%	-23%	10%	5%	6%	7	4%	0%
Cc1ccc(NC(=O)CCSc2nnc(C)s2)cc1	-2%[59 µM]	11%	-19%	0%	-9%	1%	1	6%	-9%
O=C1C=C(c2cccc(Br)c2)C[C@@H](c2ccc(F)cc2)C1	-6%[0.501 µM]	74%[activator]	26%	-7%	3%	21%	-1	-9%	-6%
COc1cc(OC)c(C=CC(=O)c2ccccc2O)c(OC)c1	/	28µM*	?	-6%	15%	/	7	6%	-3%
O=C(NCCc1ccccc1)C1CCN(S(=O)(=O)c2ccccc2)CC1	9%	3%	-10%	2%	3%	-2%	3	-1%	-1%
Cc1ccc(NC(=O)C2(S(=O)(=O)c3ccc(Cl)cc3)CC2)c(Br)c1	87%[activator]	21%	27%	-19%	-1%	22%	-3	3%	-2%
COc1ccc(S(=O)(=O)N2CCCCC2)cc1NC(=O)CCCOc1ccc(C)cc1	-12%[59 µM]	13%	-9%	-10%	20%	9%	3	-2%	-1%
CC(C)c1ccc(/C=N/NC(=O)c2ccccc2Cl)cc1	-25%	49%[activator]	-9%	2%	?	-15%	5	-2%	9%
COc1cc2c(cc1OC)C(c1cc(OC)c(OC)c(OC)c1)NCC2 (stereo unspecified)	-24%[59 µM]	16%	-11%	-2%	-6%	0%	-5	-2%	5%
CCOc1ccc(NCc2nc3ccccc3n2CCOc2ccc(C)cc2)cc1	14µM*	?	11µM*	9%	?	13µM*	1	7%	i
O=C(c1coc2ccc(O)cc12)C1CC1	-29%	34%	-19%	13%	2%	-16%	1	-8%	-6%
CC(=O)N=Cc1c(C)c(C#N)c(=O)n(C)c1O	45µM*	34%	-15%	12%	36%[activator]	-31%	-3	14%	-5%
O=C(CN1C(=O)CCSc2ccccc21)NC1CCCCC1	7%	41%[activator]	-15%	1%	5%	-8%	-3	6%	-3%
Cc1ccc2c(C)c(C(=O)N(C)C(C)c3ccncn3)oc2c1C (stereo unspecified)	74%[activator]	30%	-9%	-3%	-7%	1%	-3	6%	-10%
O=C(c1ccco1)N1CCN(CC(=O)N(C2CCCCC2)C2CCS(=O)(=O)C2)CC1 (stereo unspecified)	-31%[12.7 µM]	64%[activator]	2%	0%	-5%	-3%	-4	-3%	-6%
CC(=O)c1ccc(COC(=O)c2cc3ccccc3oc2=O)cc1	11%	18%	6%	2%	-5%	3%	0	2%	-7%
COC(=O)C1=C(C)N(CC2CCCO2)C(=O)/C1=C\c1ccc(O)cc1 (stereo unspecified)	?	?	35µM*	22%	-3%	?	-1	-10%	-10%
COc1ccc(NC(=S)N(CCCN2CCOCC2)Cc2ccco2)cc1	-38%	19%	-21%	-3%	-2%	-18%	0	-2%	-17%
(next part)
SMILES	G9a block	HP1b binding inh	JMJD2A Tudor	GLS inhibitor	Pin1 inhibitor	BAZ2B inh	PI4K2A inh	ERG Ets-DNA blk	Tb PGK inh
CC(C)(CNC(=O)C1CCCC1)CNC(=O)C1CCCC1	-4%[59 µM]	31%[activator]	-1%	?	1%	11%	-1	-15%	-9%
O=c1cc(CN2CCOCC2)c2cc(Cl)ccc2o1	-3%	29%	3%	-7%	0%	13%	9	-6%	-8%
Cc1cc(C(=O)N/N=C/c2ccc(-c3ccc(C)c(Cl)c3)o2)n[nH]1	0%	-9%	-28%	11%	-6%	3%	-11	-11%	9%
Cc1ccc(C(=O)N/C(=C/c2ccccc2)C(=O)NCc2ccncc2)cc1	33%[59 µM]	35%	-5%	-1%	-2%	0%	3	-3%	-3%
CN1C=CC(=O)[C@@H](OC(=O)Nc2ccc(Br)cc2)[C@H]1c1ccccc1Br	/	13%	-33%	13%	-2%	/	-2	5%	-8%
O=C1N(Cc2cccnc2)C[C@@H]2C[C@@H](c3cccc(OCc4ccccc4)c3)N3CCC[C@@]123	/	13%	-34%	-5%	11%	-14%	5	0%	-3%
COc1ccc(-n2c(C)nc3cc(C(=O)O)ccc32)cc1	-8%[12.7 µM]	23%	-8%	0%	1%	5%	-1	/	-7%
CN(C)c1cc[n+](CC(=O)N2c3ccccc3Sc3ccccc32)cc1	?	35%	-9%	-18%	-1%	-10%	-1	1%	-5%
CCN1CCN(C(c2ccccc2)c2nnnn2Cc2ccccc2)CC1 (stereo unspecified)	?	71%[activator]	-36%	-8%	-24%	?	0	-9%	i
COc1ccc(CCNC(=O)C2CC(c3cccc([N+](=O)[O-])c3)=NO2)cc1 (stereo unspecified)	23%[59 µM]	5%	-11%	-2%	3%	-10%	-1	-1%	7%
CCOc1ccc(C(=O)N2CCC(c3noc(-c4ccc(S(=O)(=O)N5CCCC5)cc4)n3)CC2)cc1	4%[59 µM]	35%	-25%	-4%	9%	-12%	2	-4%	0%
COc1ccc(-c2cc3ccc(F)cc3cn2)cc1	/	44%[activator]	2%	0%	-6%	/	-1	8%	-2%
CC(=O)c1cccc(NC(=O)COC(=O)CCc2ccc(S(=O)(=O)N3CCOCC3)cc2)c1	-42%	13%	-6%	2%	0%	-12%	3	2%	-3%
COc1ccc2c(c1OC)C(=O)N1C2SC[C@H]1C(=O)NC1CCCC1 (stereo partly specified)	?	38%[activator]	-24%	0%	-10%	-12%	-2	0%	-4%
CCc1nnc(SCC(=O)Nc2ccc(F)cc2F)c2cc3sc(C)cc3n12	-36%[59 µM]	54%[activator]	-4%	-4%	-13%	-8%	0	7%	i
CN(Cc1nc2ccccc2[nH]1)C(=O)C1CCC(=O)N(CCc2cccc(F)c2)C1 (stereo unspecified)	-5%	7%	-11%	5%	2%	-14%	2	-2%	-10%
CSCCC(NC(=O)COc1ccccc1)C(=O)N(C)CC(=O)Nc1ccc(C)cc1 (stereo unspecified)	0%[59 µM]	11%	-20%	8%	0%	-8%	5	1%	i
COC(=O)c1c(C)[nH]c(C(=O)C(C)OC(=O)c2cnc(C)cn2)c1C (stereo unspecified)	-13%[59 µM]	28%	-2%	5%	0%	5%	2	2%[15.4 µM]	1%
COCC1CCN(Cc2cn(-c3ccccc3F)nc2-c2cc(C)sc2C)CC1	17%[12.7 µM]	6%[57 µM]	-16%	-5%	-2%	?	-2	1%	-6%
CC(=O)N1CCN(C(=O)COC(=O)CNC(=O)c2ccc(C)cc2)CC1	-5%[12.7 µM]	45%[activator]	0%	0%	-9%	-4%	-2	7%	-13%
CCS(=O)(=O)N1Cc2ccccc2CC1C(=O)Nc1nnc(SCc2c(Cl)cccc2Cl)s1 (stereo unspecified)	-9%[59 µM]	28%	-18%	17%	47%[activator]	7%	3	-2%	1%
C[C@H](NC(=O)c1ccc2ccccc2c1)C(=O)N1CCC2(CC1)NCCc1[nH]cnc12	?	18%	5%	3%	6%	?	-3	2%	8%
COc1ccccc1NC(=O)c1cccc2c(Br)cccc12	34%	46%[activator]	6%	-5%	2%	14%	-1	3%	-4%
COc1cc(C)ccc1S(=O)(=O)NC1CC(C)(C)NC(C)(C)C1	/	36%	-10%	-1%	5%	3%	1	-2%	-6%

Already shown: an excerpt of the list.
SMILES	G9a block	HP1b binding inh	JMJD2A Tudor	GLS inhibitor	Pin1 inhibitor	BAZ2B inh	PI4K2A inh	ERG Ets-DNA blk	Tb PGK inh
C[C@H](NC(=O)c1ccc2ccccc2c1)C(=O)N1CCC2(CC1)NCCc1[nH]cnc12	?	18%	5%	3%	6%	?	-3	2%	8%
COc1ccccc1NC(=O)c1cccc2c(Br)cccc12	34%	46%[activator]	6%	-5%	2%	14%	-1	3%	-4%
COc1cc(C)ccc1S(=O)(=O)NC1CC(C)(C)NC(C)(C)C1	/	36%	-10%	-1%	5%	3%	1	-2%	-6%
